T cell HTS: modulators of CD8 T cell-vesicle binding, primary screen, mouse 2C CD8+ T cells, flow cytometry; 0.068% of 330,000 active; 2C CD8+ T cell-vesicle binding; hits give low values; calls only at 7 µM;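 active = response, share of CD8 T cells binding vesicles, and their 90th percentile fluorescence all below set limits, cut at about 80% in these data, passing the limit was not always enough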
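incubation = binding step 1.5 h, 37 °C, antibody labelling 20 min, ice | test system = 2C mouse CD8+ T cells | read-out basis = percent CD8+ FL2 mean versus row control | controls = Peptide-free naked vesicles (low) and QL9 vesicles with 0.7% DMSO vehicle (high) | detection = flow cytometry of vesicle-bound cells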
human PMI inhibition: inhibitors of human PMI, primary screen, biochemical, fluorescence intensity, coupled assay (AID 1209); 0.42% of 190,000 active; purified PMI enzyme, coupled fluorescence intensity; higher % means a stronger effect; Mannose-6-phosphate isomerase (Homo sapiens); inhibition, % at 20 µM, or IC50 in µM where a hit was titrated;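 also: plate controls were DMSO vehicle for no effect and wells lacking substrate for full effect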
West Nile virus CPE: West Nile virus antiviral activity, cell-based, CPE readout (AID 1621) | 0.02% of 290,000 active | West Nile virus-infected cells, CPE inhibition; higher % means a stronger effect | one-dose CPE inhibition, % at 10 µM; IC50 in µM for titrated hits; in the data active = a potency from the dose series; inconclusive = CPE inhibition mostly from about 3.7% at the one dose, without a potency; inactive = the rest, 99 in 100 with CPE inhibition below about 2.2%; also: strong numbers were not always called active
RSV CPE inhibition: RSV antiviral activity via CPE protection, HEp-2 cells, primary 10 µM value included (AID 2391) | HEp-2 cells, RSV-induced CPE inhibition; higher % means a stronger effect | CPE inhibition, % at 10 µM, or IC50 in µM where a hit was titrated | 0.13% of 310,000 active; in the data active = a potency from the dose series; inconclusive = CPE inhibition mostly from about 23% at the one dose, without a potency; inactive = the rest, 99 in 100 with CPE inhibition below about 21%; also: strong numbers were not always called active
P. falciparum M1AAP: P. falciparum M1AAP inhibitors, biochemical, fluorogenic H-Leu-NHMec substrate, 1536-well (AID 1445). Aminopeptidase N (Plasmodium falciparum (isolate 3D7)). inhibition, % at 30 µM; hits with a dose series show IC50 in µM. 0.42% of 220,000 active. recombinant M1AAP, H-Leu-NHMec fluorogenic kinetic assay; higher % means a stronger effect;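 active = primary inhibition above the hit cutoff, then over 50% inhibition at one or more dose response concentrations, cut at about 23% in these data, passing the limit was not always enough; inconclusive = conflicting primary data, or primary hits not chosen for dose response; inactive = low primary inhibition, or under 50% at every dose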;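 also: plate controls were DMSO full reaction for no effect and no enzyme background for full effect; strong numbers were not always called active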
P. falciparum M17LAP: P. falciparum M17LAP inhibitors, primary screen, biochemical, fluorogenic H-Leu-NHMec substrate, 1536-well (AID 1619) | inhibition, % at 30 µM, or IC50 in µM where a hit was titrated | 0.38% of 220,000 active | recombinant M17LAP, H-Leu-NHMec fluorogenic kinetic assay; higher % means a stronger effect;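 active = compound inhibiting the enzyme by more than half at any dose during confirmatory dose-response retesting; inconclusive = strong single-dose inhibitors picked by rank but not retested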;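 also: plate controls were full reaction with DMSO carrier for no effect and no enzyme background for full effect; strong numbers were not always called active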
UTI89 phage lysis: inhibition of K1F phage lysis, E. coli UTI89, bacterial capsule biogenesis inhibitors, alamar blue (AID 488966) | E. coli UTI89 K1F phage lysis, alamar blue, 2 h; higher % means a stronger effect | inhibition, % at 100 µM, or IC50 in µM where a hit was titrated | 0.02% of 340,000 active;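 active = phage lysis inhibition, versus mean bacterial control, above a set limit; inconclusive = no clear call, values can overlap the other calls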;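 also: capsule biogenesis inhibitors block K1F phage lysis so surviving cells raise fluorescence; higher fluorescence means more inhibition of phage lysis; actives were called in the ten point dose series up to 300 µM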
TNAP activation fold: human TNAP enzyme activators, primary screen, biochemical, luminescent, no phosphate acceptor, uHTS (AID 1001). Alkaline phosphatase, tissue-nonspecific isozyme (Homo sapiens). purified TNAP, luminescent activation assay, no phosphate acceptor; higher activation fold means a stronger effect. one-dose activation fold at 20 µM; EC50 in µM for titrated hits. 0.03% of 200,000 active; in the data active = activation fold from about 3, or a potency from the dose series; inactive = the rest, 99 in 100 with activation fold below about 1.6; also: many of its hits are not listed in these tables
PMI inhibition: human PMI inhibitors, high substrate, primary screen, biochemical, fluorescence intensity, high mannose 6-phosphate (AID 1220) | 0.66% of 190,000 active | inhibition, % at 20 µM; hits with a dose series show IC50 in µM | recombinant PMI enzyme, coupled fluorescence intensity; higher % means a stronger effect | Mannose-6-phosphate isomerase (Homo sapiens)
T cell HTS vesicle-bound %: further read-out of T cell HTS, marked with its call; double positive events, %; measured here: CD8+ vesicle-bound cell fraction;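 binding gate set so that unloaded-vesicle control wells show 10% double positive cells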
Starred values were filed as active, the others as inactive; i = inactive; u = inconclusive; x = not tested or not shown; [ ] = another dose, or the depositor's remark. Rule as the data show it, unless noted: active = inhibition above about 50%; inactive = the rest. Outcome played no part in choosing rows. About 1.5% of those tested had a hit in this group.

SMILES	T cell HTS	T cell HTS vesicle-bound %	human PMI inhibition	West Nile virus CPE	RSV CPE inhibition	P. falciparum M1AAP	P. falciparum M17LAP	UTI89 phage lysis	TNAP activation fold	PMI inhibition
Cc1cc(=O)oc2c3c(cc(OCC(=O)N4CCC(C(=O)O)CC4)c12)OC(C)(C)CC3	i	26.9	x	-0.1%	3.1%	x	x	0.8%	x	x
CCCCCCCCCCOC(=O)c1csc2nnsc12	i	41.5	-16.2%	0.3%	0.8%	-4.2%	-1.5%	1.9%	1.1	-8.8%
CC1(C)Cc2c(sc3c2C2=NCCN2C=N3)CO1	i	53.8	3.8%	0.2%	0.3%	x	x	-0.9%	1.2	-5.6%
O=C(Nc1cc(Br)ccc1O)C1CC(c2c(F)cccc2Cl)=NO1 (stereo not drawn)	i	60.3	x	-1.4%	4.4%	x	x	0.3%	x	x
COC(c1ccccc1)c1nnc(CCC(=O)N2CCCCCCC2)o1 (stereo not drawn)	i	30.1	-0.2%	-0.8%	0.5%	x	x	0.0%	1.1	-1.8%
CCOC(=O)C1CCN(Cc2oc(CO)cc(=O)c2O)CC1	i	44.7	7.1%	x	1.1%	9.7%	-6.1%	-0.1%	1.1	6.2%
Cc1ccccc1Nc1nc(N)nc(CSCc2c(C)noc2C)n1	i	50.4	9.3%	-0.4%	2.9%	4.2%	-9.8%	3.0%	1.1	3.9%
O=C(Cc1ccc(NC2=NC3CS(=O)(=O)CC3S2)cc1)N1CCN(c2ccc(F)cc2)CC1 (stereo not drawn)	i	35.1	x	0.0%	1.4%	x	x	1.0%	x	x
Cc1cc(C(=O)OCC(=O)Nc2ccc(S(=O)(=O)N3CCOCC3)cc2)c(C)o1	i	42.8	2.5%	-0.1%	1.0%	2.0%	6.3%	2.4%	1	10.7%
COc1cccc(/C=C2\SC(=S)N(CCC(=O)Nc3ccc(O)cc3)C2=O)c1	i	39.9	x	-0.8%	-0.8%	x	x	0.6%	x	x
C#CCn1cc(/C=N/Nc2nc3ccccc3[nH]2)c2ccccc21	i	54.0	17.8%	u	u	7.2%	1.5%	3.2%[50 µM]	1.5	8.4%
CCOC(=O)c1cc(C(=O)c2cc(Br)ccc2O)coc1=N	i	26.2	3.3%	-1.0%	4.5%	5.6%	7.7%	-0.5%	1	11.7%
S=C(c1ccccc1)N1CCN(C(=S)c2ccccc2)CC1	i	60.2	10.1%	0.7%	2.1%	3.6%	6.4%	1.3%	1.1	0.9%
CC(C)CCNC(=O)NC(=O)COC(=O)CNC(=O)C1CCCCC1	i	45.6	-14.4%	0.1%	1.6%	4.6%	-3.5%	-0.2%	1	-18.8%
COC(=O)CCC(=O)N1CCCC(CNS(=O)(=O)c2ccc(OC)cc2)C1 (stereo not drawn)	i	40.9	5.9%	-0.3%	3.5%	1.6%	-1.3%	-0.2%	1.1	0.6%
CCc1ccccc1NC(=O)C1C2C=CC(O2)C1C(=O)O (stereo not drawn)	i	60.9	x	0.2%	0.2%	x	x	-0.4%	x	x
C=CCNCC(=O)NN=C(c1ccccc1)c1ccccc1	i	12.7	19.3%	-0.4%	1.0%	4.4%	12.0%	0.4%	1	19.0%
CCCN(Cc1ccccc1)C(=S)Nc1ccc(C(C)=O)cc1	i	47.9	9.3%	-1.0%	-1.5%	0.7%	4.3%	-0.3%	0.9	13.2%
COc1ccc2cc(C3(C)NC(=O)NC3=O)ccc2c1 (stereo not drawn)	i	53.0	-8.3%	0.0%	0.1%	-0.2%	6.8%	0.7%	1.1	-3.9%
COc1ccccc1OCC(=O)N/N=C1\CCc2ccccc21	i	34.2	6.8%	-0.7%	0.9%	-5.9%	-0.4%	1.0%	1.1	0.6%
CCCC(=O)Nc1ccc(C(N)=O)cc1	i	39.5	0.7%	1.3%	-2.0%	2.9%	3.0%	-0.1%	1	5.2%
O=C(NCc1ccc(F)cc1)c1ccc(CNc2c(N3CCOCC3)c(=O)c2=O)cc1	i	28.1	x	0.1%	-0.6%	4.7%	-5.4%	-0.1%[50 µM]	x	x
O=C(CN1C2=NCCN2c2ccccc21)c1ccc(Br)s1	i	51.0	-0.9%	-0.2%	1.3%	1.4%	5.2%	0.0%	1	-11.4%
C#CC(=O)N(c1cccc(OC)c1)C(C(=O)NC1CCCC1)c1cccs1 (stereo not drawn)	i	22.9	13.6%	-1.6%	0.1%	3.1%	1.4%	-0.3%	1.1	12.7%
CC1OC(Oc2ccc3ccc(=O)oc3c2-c2c(O)ccc3cc(Oc4ccc5ccc(=O)oc5c4)c(=O)oc23)C(O)C(O)C1O (stereo not drawn)	i	38.2	-0.8%	0.1%	-0.2%	9.5%	19.7%	1.3%	1.1	14.0%
Cc1c(C(=O)N2CCOCC2)sc(NC(=O)c2ccccc2F)c1C#N	i	20.4	x	-0.1%	1.8%	x	x	0.3%	x	x
Cc1ccc(-c2noc(CSc3nnc(-c4ccncc4)n3-c3ccc(F)cc3)n2)cc1	i	16.8	6.2%	0.7%	-0.8%	3.8%	9.3%	4.5%	1.1	0.6%
COc1ccc(-c2cn[nH]c2-c2ccc(O)cc2O)cc1OC	i	35.4	x	0.3%	3.2%	x	x	0.1%	x	x
CC(CCc1ccccc1)NC(=O)C1CCN(C(=O)c2sccc2-n2cccc2)CC1 (stereo not drawn)	i	26.0	1.0%	-0.3%	1.4%	8.8%	-2.9%	2.4%	1.1	-4.0%
Cc1cc(=O)oc2cc(OC(C)C(=O)NCC3CCCO3)ccc12 (stereo not drawn)	i	39.8	-4.1%	0.3%	2.9%	9.1%	1.5%	2.3%	1.1	-1.1%
O=C(O)c1c[nH]c2ccc(S(=O)(=O)N3CCOCC3)cc12	i	32.7	8.3%	1.3%	0.4%	-3.7%	-14.0%	2.2%	1.1	9.2%
CCC[C@@H]1C[C@@H](C(=O)N[C@@H](C2O[C@H](SC)[C@H](O)[C@@H](O)[C@H]2O)[C@H](C)Cl)N(C)C1 (stereo partly drawn)	x	x	-10.5%	-0.2%	0.6%	-3.8%	1.1%	x	1.2	0.4%
CCc1ccc([C@@H]2C[C@H]3CN(Cc4ccccc4OC)C(=O)[C@]34CCCN24)cc1	i	54.7	6.0%	-1.3%	5.8%	-1.0%	-8.7%	1.0%	1.1	2.5%
Cc1ccc(Cl)c(OC(=O)c2nn(C(C)C)c(=O)c3ccccc23)c1	i	56.3	17.2%	-0.1%	1.6%	5.5%	-9.9%	2.5%[50 µM]	1	13.9%
O=C(COC(=O)c1ccc(-c2ccc([N+](=O)[O-])cc2)o1)NC(=O)NC1CCCCC1	i	12.3	14.9%	-0.7%	-0.1%	7.4%	-3.1%	2.1%	1	10.3%
O=C(NCc1ccco1)C(=O)NCC1OCCN1S(=O)(=O)c1ccc(Cl)cc1 (stereo not drawn)	i	43.2	-2.7%	0.9%	0.5%	-1.1%	-4.8%	7.1%	1.1	0.0%
Cc1[nH]n(-c2ccc([N+](=O)[O-])cc2)c(=O)c1C=NCCc1ccc(S(N)(=O)=O)cc1	i	19.3	18.8%	-0.2%	0.3%	1.5%	0.0%	x	1	12.8%
CC(=O)Nc1c(-c2ccccc2)nc2ncccn12	i	40.0	-5.5%	0.0%	0.5%	15.2%	-101.3%	-0.2%	1.1	0.9%
CCOC(=O)C(CC)(CC)C(=O)/C=C/c1ccc(Br)cc1	i	23.0	11.6%	11.2%	19.8%	-1.7%	-3.6%	-0.5%	1.1	12.3%
CCn1c(NC(=O)C2CCCCC2)nc2ccccc21	i	54.3	-22.6%	0.0%	-1.3%	-5.2%	3.1%	0.1%	1	-24.2%
C/C(=N\NC(=O)COc1ccccc1-c1ccccc1)c1cccnc1	i	48.8	4.7%	-1.2%	5.9%	-1.2%	4.3%	0.0%	1.1	3.8%
O=[N+]([O-])c1ccc(-c2csc(N3CCc4ccccc4C3)n2)cc1	i	4.9	10.9%	-0.5%	4.3%	6.4%	-8.1%	-0.4%	1	-0.8%
Cc1coc2c(C)c3oc(=O)c4c(c3cc12)CCCC4	i	35.7	0.2%	-0.3%	1.8%	x	x	0.1%	0.9	6.6%
CC1=C(C(=O)NCc2ccccc2)C(c2cc(Br)cc(Br)c2OC(C)C)NC(=O)N1 (stereo not drawn)	i	26.8	1.7%	-0.5%	5.6%	-1.4%	9.7%	0.1%	1	2.5%
COc1ccc(C2=NN(C(=O)C(O)c3ccccc3)C(O)(C(F)(F)F)C2)cc1 (stereo not drawn)	i	29.7	x	-0.8%	2.0%	x	x	-0.1%	x	x
Cc1cccc(N2CCN(C(=O)C3CCC(=O)N(Cc4ccccc4F)C3)CC2)c1C (stereo not drawn)	i	2.9	x	-1.8%	13.4%	x	x	1.3%[50 µM]	x	x
O=C(NCc1ccccc1Cl)c1cc2ccccc2oc1=O	i	13.8	x	-0.6%	0.5%	x	x	-0.1%	x	x
Cc1ccc(NS(=O)(=O)c2cccc3nsnc23)cc1[N+](=O)[O-]	i	60.4	x	-0.2%	3.6%	x	x	0.3%	x	x
CC(C)(C)c1ccc(OCCC(=O)Nc2cccc(S(=O)(=O)N3CCOCC3)c2)cc1	i	37.4	x	-0.6%	5.2%	x	x	0.2%	x	x

4 compounds out of the list, sorted by heavy-atom count, high to low.
SMILES	T cell HTS	T cell HTS vesicle-bound %	human PMI inhibition	West Nile virus CPE	RSV CPE inhibition	P. falciparum M1AAP	P. falciparum M17LAP	UTI89 phage lysis	TNAP activation fold	PMI inhibition
Cc1cccc(N2CCN(C(=O)C3CCC(=O)N(Cc4ccccc4F)C3)CC2)c1C (stereo not drawn)	i	2.9	x	-1.8%	13.4%	x	x	1.3%[50 µM]	x	x
Cc1ccc(NS(=O)(=O)c2cccc3nsnc23)cc1[N+](=O)[O-]	i	60.4	x	-0.2%	3.6%	x	x	0.3%	x	x
O=C(NCc1ccccc1Cl)c1cc2ccccc2oc1=O	i	13.8	x	-0.6%	0.5%	x	x	-0.1%	x	x
Cc1coc2c(C)c3oc(=O)c4c(c3cc12)CCCC4	i	35.7	0.2%	-0.3%	1.8%	x	x	0.1%	0.9	6.6%
